# Rab2 wt GTP = changes GTP binding to wildtype dog Rab2A, up or down | P61105 | GST-Rab2 wt beads, Bodipy-GTP binding, flow cytometry | GTP binding activity, % at 10 µM | actives 0.19% (n = 190,000) | AID 760;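 active means GTP binding activity at least 20 points away from 100%, either lowered or raised; inconclusive means signal likely due to the compound's own green fluorescence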;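 further: 0% = beads with excess unlabeled GTP and 100% = no-compound control corrected for plate trend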
# Rac1 wt modul = alters GTP binding to wildtype human Rac1; actives 0.27% (n = 190,000); GST-Rac1 beads, fluorescent GTP binding, flow cytometry; actives lie on both sides; 0 = cold GTP competed, 100 = untreated; GTP binding activity (% of control), % at 10 µM; P63000; AID 757;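 active means GTP binding activity at least 20 points away from the 100% control level, either lower or higher; inconclusive means compound flagged as likely green fluorescent, judged across all proteins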
# Cdc42 wt GTP = human Cdc42 wildtype GTP binding change, either direction. GST-Cdc42 beads, Bodipy-GTP binding, flow cytometry; actives lie on both sides. percent activity (GTP binding), % at 10 µM. actives 0.2% (n = 190,000). AID 761;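 active means percent activity GTP binding at least 20 points away from the 100% baseline, either down as inhibitor or up as activator; inconclusive means compound flagged as likely green fluorescent from well-wide comparison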;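 further: median bead fluorescence of bound Bodipy-FL-GTP at 100 nM; 0% = excess unlabeled GTP control and 100% = no compound control; below 100% means less GTP binding so inhibitor and above means activator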
# Target sequence (P60953 whole entry, looked up): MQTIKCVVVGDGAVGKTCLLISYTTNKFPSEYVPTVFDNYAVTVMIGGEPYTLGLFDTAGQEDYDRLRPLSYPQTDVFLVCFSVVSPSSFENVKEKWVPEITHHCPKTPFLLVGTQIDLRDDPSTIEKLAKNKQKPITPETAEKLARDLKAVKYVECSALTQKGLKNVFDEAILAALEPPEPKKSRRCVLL
# Rac1 mut GTP = human Rac1 activated mutant GTP binding change; P63000; GST-Rac1 activated beads, fluorescent GTP binding, flow cytometry; actives lie on both sides; 100% means binding = to untreated wells; percent activity (GTP binding), % at 10 µM; actives 0.11% (n = 190,000);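 active means GTP binding at least 20 percentage points away from the 100% baseline, in either direction, so actives lie on both sides; inconclusive means Compound likely fluorescent itself, or too few beads counted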
# HRas wt GTP bind = modulators of GTP binding to human HRas wildtype | actives 0.14% (n = 190,000) | GST-Ras wt beads, Bodipy-FL-GTP binding, flow cytometry; actives lie on both sides | P01112 | GTP binding activity, % at 10 µM;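 active means GTP binding activity at least 20% away from the 100% baseline, either lowered as inhibitor or raised as activator; inconclusive means flagged as likely green fluorescent, judged across all proteins in the well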;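 further: 0% = unlabeled GTP competition control and 100% = no-compound control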
# Target sequence (P01112 whole entry, looked up): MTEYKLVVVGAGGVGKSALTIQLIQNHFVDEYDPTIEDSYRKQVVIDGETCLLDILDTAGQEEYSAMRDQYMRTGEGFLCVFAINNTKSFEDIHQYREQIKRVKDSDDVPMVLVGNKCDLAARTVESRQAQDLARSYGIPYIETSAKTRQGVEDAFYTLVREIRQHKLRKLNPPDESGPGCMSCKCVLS
# Rab7 wt GTP bind = dog Rab7 wildtype GTP binding, inhibitors and activators | actives 0.055% (n = 190,000) | GST-Rab7 beads, fluorescent GTP binding, flow cytometry; actives lie on both sides; untreated = 100%, excess cold GTP = 0% | GTP binding activity (percent of control), % at 10 µM;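 active means fluorescent GTP binding to Rab7 beads changed by at least 20 points from the 100% baseline, either direction, mostly lower; inconclusive means compound itself probably fluorescent, or too few beads counted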;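 further: median green fluorescence of bound Bodipy-FL-GTP per Rab7 bead population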
# Bcl-2 Bim block = inhibitors of Bim-Bcl-2 interaction, human; Bead-based flow cytometry, Bim peptide-Bcl-2 binding; inhibition, % at 10 µM; actives 0.06% (n = 190,000); AID 950; in the data active means inhibition above about 40%; inconclusive means no clear call, values can overlap the other calls;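 further: 0% = no compound wells with probe peptide and 100% = reference peptide inhibitor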
# Target sequence (P10415 whole entry, looked up): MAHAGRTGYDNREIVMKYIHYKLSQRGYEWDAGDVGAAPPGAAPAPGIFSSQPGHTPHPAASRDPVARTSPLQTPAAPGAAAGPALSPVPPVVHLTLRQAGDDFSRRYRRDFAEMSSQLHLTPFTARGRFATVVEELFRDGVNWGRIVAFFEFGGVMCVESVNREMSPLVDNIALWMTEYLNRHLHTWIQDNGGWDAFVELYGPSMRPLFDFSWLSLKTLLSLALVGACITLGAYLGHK
# Bfl-1 Bim block = inhibitors of Bim-Bfl-1 interaction, human. AID 1008. Bead-based flow cytometry, Bim-Bfl-1 binding inhibition. actives 0.12% (n = 190,000). Q16548. inhibition, % at 10 µM;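 further: 0% = wells without compound plus tracer and 100% = blocker peptide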
# Bim-Bcl-W = disrupts Bim peptide binding to human Bcl-W; Q92843; bead-based flow cytometry; inhibition, % at 10 µM; actives 0.02% (n = 190,000);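 further: 0% = bound tracer without compound and 100% = peptide blocker; higher means less fluorescent Bim peptide bound to Bcl-W beads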
# Target sequence (Q92843 whole entry, looked up): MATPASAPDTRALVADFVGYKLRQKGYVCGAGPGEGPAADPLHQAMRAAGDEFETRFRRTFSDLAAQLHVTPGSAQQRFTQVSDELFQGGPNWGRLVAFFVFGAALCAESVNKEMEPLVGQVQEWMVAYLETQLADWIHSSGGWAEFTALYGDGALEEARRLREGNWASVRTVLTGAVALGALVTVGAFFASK
# Bcl-B Bim block = inhibitors of Bim-Bcl-B interaction, human. Q9HD36. bead-based flow cytometry, Bim peptide-Bcl-B binding. inhibition, % at 10 µM. actives 0.073% (n = 190,000). AID 951;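 further: 0% = tracer peptide without compound and 100% = reference inhibitor peptide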
# Target sequence (Q9HD36 whole entry, looked up): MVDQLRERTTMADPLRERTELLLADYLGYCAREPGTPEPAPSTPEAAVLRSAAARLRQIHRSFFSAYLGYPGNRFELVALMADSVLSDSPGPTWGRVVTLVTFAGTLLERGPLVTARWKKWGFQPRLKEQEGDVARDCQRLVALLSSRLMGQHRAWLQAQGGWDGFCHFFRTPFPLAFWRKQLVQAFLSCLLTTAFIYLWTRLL
# Bcl-XL Bim block = inhibitors of Bim-Bcl-XL interaction, human. Q07817. inhibition, % at 10 µM. actives 0.04% (n = 190,000). Bim peptide-Bcl-XL binding, bead flow cytometry, fluorescence
# Starred values were filed as active, the others as inactive; ? = inconclusive; / = not tested or not shown. Unless noted, no stated cut-off is given here; in the data, active means inhibition above about 40%.
SMILES,Rab2 wt GTP,Rac1 wt modul,Cdc42 wt GTP,Rac1 mut GTP,HRas wt GTP bind,Rab7 wt GTP bind,Bcl-2 Bim block,Bfl-1 Bim block,Bim-Bcl-W,Bcl-B Bim block,Bcl-XL Bim block
COc1ccccc1NC(=O)Cn1cnc2sc(C)c(S(=O)(=O)N3CCCCC3)c2c1=O,98.0,100.0,98.0,99.0,97.0,92.0,0.0,3.0,0.0,-4.0,-2.0
O=C1c2cccc3cccc(c23)C(=O)N1/N=C/c1ccc(O)cc1O,97.0,102.0,98.0,99.0,99.0,96.0,-3.0,-6.0,-5.0,-10.0,-7.0
CCOC(=O)c1c(NC(=O)c2ccc(S(=O)(=O)N3CCOCC3)cc2)sc2c1CCN(C)C2,100.0,101.0,100.0,98.0,101.0,99.0,-3.0,-2.0,-2.0,-1.0,-2.0
CC1CCCC(NC(=O)COC(=O)c2c[nH]c(=O)[nH]c2=O)C1C (stereo not given),99.0,103.0,102.0,99.0,100.0,100.0,-6.0,-9.0,-1.0,-8.0,-6.0
S=c1[nH]nc(CSCc2ccccc2Cl)n1C1CCCCC1,100.0,94.0,94.0,94.0,95.0,101.0,5.0,7.0,-3.0,-4.0,-3.0
CCOc1ccc(CCNC(=O)CN2CCN(Cc3ccc(F)cc3)C2=O)cc1OCC,98.0,99.0,98.0,101.0,97.0,99.0,-7.0,-9.0,-4.0,-4.0,0.0
CC(C)C1Oc2ccccc2N(CC(=O)N(Cc2ccncc2)Cc2ccco2)C1=O (stereo not given),99.0,102.0,100.0,97.0,101.0,98.0,-7.0,1.0,0.0,0.0,1.0
CC1(C)CC(N=c2cc(-c3ccccc3)oc3ccc(Cl)cc23)CC(C)(C)N1,100.0,101.0,99.0,96.0,98.0,96.0,1.0,1.0,-3.0,-4.0,0.0
CCCOC(=O)Nc1nc2ccccc2o1,97.0,97.0,98.0,98.0,97.0,95.0,-4.0,-2.0,0.0,-1.0,-3.0
N#Cc1nc(-c2cccs2)oc1NCCN1CCOCC1,94.0,93.0,95.0,92.0,96.0,94.0,-5.0,0.0,-5.0,-2.0,-1.0
COC(=O)CN(C#N)c1nc(NC(C)C)nc(OC)n1,101.0,102.0,100.0,99.0,103.0,103.0,-3.0,-3.0,-5.0,-8.0,-6.0
Cc1ccccc1Nc1scc(-c2ccc(Br)cc2)[n+]1-c1ccccc1C,99.0,100.0,99.0,97.0,100.0,106.0,-5.0,-4.0,0.0,-2.0,0.0
Cn1c(N)c(C(=O)COC(=O)CCCc2c[nH]c3ccccc23)c(=O)n(C)c1=O,103.0,111.0,105.0,101.0,105.0,103.0,-6.0,-10.0,2.0,-7.0,-6.0
COc1ccc(N=Cc2c(O)[nH]c3ccccc23)cc1,100.0,102.0,102.0,101.0,99.0,98.0,-1.0,0.0,0.0,-1.0,-3.0
Cc1onc(-c2ccccc2Cl)c1C(=O)NC(=S)Nc1ccccc1C(N)=O,97.0,106.0,104.0,100.0,102.0,98.0,?,/,/,/,/
COc1ccc(CC(NC(C)=O)C(=O)NC2CCN(c3c(Cc4ccccc4)c(C)nc4ncnn34)CC2)c(OC)c1 (stereo not given),95.0,97.0,93.0,92.0,94.0,104.0,-2.0,-6.0,-1.0,0.0,-1.0
COCC(C)NC(=O)/C(=C/c1ccccc1)c1ccccc1 (stereo not given),94.0,97.0,96.0,95.0,95.0,94.0,-2.0,-6.0,-2.0,-7.0,-6.0
CCOc1nc(C)ccc1-c1noc(-c2ccco2)n1,94.0,96.0,96.0,95.0,96.0,96.0,-9.0,-14.0,-1.0,-9.0,-6.0
CCOc1ccc(Br)cc1CNc1ccc2c(c1)OCCO2,97.0,100.0,95.0,93.0,99.0,107.0,6.0,8.0,0.0,-5.0,-1.0
Cc1ccc(S(=O)(=O)Cn2nnnc2C(CC(C)C)N2CCN(c3ccccc3)CC2)cc1 (stereo not given),101.0,103.0,98.0,99.0,101.0,103.0,3.0,2.0,0.0,0.0,0.0
Nc1ncnc2c1ncn2CCNCCc1ccccc1,103.0,105.0,104.0,100.0,102.0,103.0,-9.0,-17.0,0.0,-10.0,-9.0
N#C/C(=C\c1ccccc1C(F)(F)F)C(=O)Nc1ccccc1F,98.0,118.0,110.0,103.0,97.0,90.0,0.0,0.0,0.0,-3.0,0.0
CN1CCN(Cc2nc3ccccc3c(=O)n2Cc2nc(-c3ccc([N+](=O)[O-])cc3)cs2)CC1,97.0,101.0,102.0,95.0,98.0,100.0,-4.0,-3.0,-3.0,-13.0,-10.0
CCOC(=O)COc1ccc([N+](=O)[O-])cc1,100.0,104.0,102.0,97.0,100.0,100.0,-1.0,0.0,-4.0,-8.0,-7.0
O=C(/C=C/c1cccc(F)c1)N1CCN(c2ncccn2)CC1,95.0,97.0,96.0,97.0,98.0,95.0,1.0,-2.0,2.0,-1.0,0.0

# The list continues.
SMILES,Rab2 wt GTP,Rac1 wt modul,Cdc42 wt GTP,Rac1 mut GTP,HRas wt GTP bind,Rab7 wt GTP bind,Bcl-2 Bim block,Bfl-1 Bim block,Bim-Bcl-W,Bcl-B Bim block,Bcl-XL Bim block
COc1ccccc1C(=O)Nc1ccc2c3c(cccc13)CC2,101.0,106.0,102.0,101.0,102.0,101.0,3.0,6.0,0.0,-3.0,-1.0
Cc1ccc(NC(=O)COC(=O)c2cccc3c(=O)c(C)c(-c4ccccc4)oc23)cc1,100.0,105.0,98.0,101.0,103.0,103.0,0.0,0.0,-3.0,-5.0,-5.0
COc1ccccc1Nc1nnc(Cc2ccccc2)c(=O)[nH]1,95.0,103.0,94.0,96.0,97.0,97.0,0.0,-3.0,-2.0,-3.0,0.0
O=C(CCc1ccccc1)NC(c1cccs1)c1cc(Cl)c2cccnc2c1O (stereo not given),97.0,100.0,97.0,97.0,100.0,102.0,-4.0,22.0,1.0,-4.0,-1.0
CS(=O)c1ccccc1COC(=O)Nc1cccc(Cl)c1 (stereo not given),102.0,103.0,105.0,102.0,103.0,95.0,0.0,0.0,0.0,0.0,1.0
COc1ccc(/C=N/Nc2nc(-c3cccc(S(=O)(=O)N4CCCC4)c3)cs2)cc1OC,?,?,?,?,?,?,-2.0,0.0,2.0,-5.0,-6.0
Cc1ccc(CN2CCN(/N=C/C=C/c3ccccc3[N+](=O)[O-])CC2)cc1,94.0,94.0,93.0,92.0,94.0,97.0,-1.0,0.0,-1.0,-6.0,-3.0
Cc1cc(NCc2ccccc2)nc(-c2ccccc2O)n1,97.0,93.0,99.0,93.0,97.0,97.0,-2.0,-3.0,0.0,-1.0,-1.0
O=C(CSC1=NCCS1)N1CCCCCC1,101.0,102.0,102.0,100.0,101.0,99.0,-7.0,-10.0,0.0,-7.0,1.0
CC(=O)c1ccc(Oc2ccc(C(=O)c3ccc(C)c(C)c3)cc2[N+](=O)[O-])cc1,95.0,105.0,98.0,95.0,95.0,97.0,-1.0,0.0,-3.0,-4.0,-2.0
CN1CC2(Cc3c1ccc1ccccc31)C(=O)OC(C)(C)OC2=O,96.0,91.0,90.0,93.0,94.0,96.0,0.0,4.0,0.0,1.0,1.0
Cc1ccc(N=Nc2c(O)n(CN3CCOCC3)c3ccccc23)cc1,102.0,107.0,105.0,102.0,104.0,104.0,-7.0,-11.0,2.0,-5.0,0.0
COC(=O)C(=Nc1ccccc1)/C(C(=O)C(=O)N(C)c1ccccc1)=C(\O)c1ccc(Cl)cc1,94.0,94.0,92.0,92.0,93.0,96.0,1.0,0.0,3.0,-2.0,0.0
Cc1ccc(C(=O)SC2=NCCS2)cc1,101.0,105.0,100.0,101.0,103.0,100.0,5.0,-3.0,-5.0,-5.0,-13.0
Cc1cc(C)nc(/N=C2\NC(=O)CC3C(=O)NCCN23)n1 (stereo not given),99.0,104.0,103.0,98.0,100.0,102.0,-9.0,-19.0,-3.0,-5.0,-8.0
O=C(c1ccc(Cl)cc1)N1CCCCC(Cl)C1=O (stereo not given),98.0,100.0,101.0,98.0,96.0,97.0,1.0,4.0,0.0,2.0,0.0
COc1ccc(-c2nc(C(=O)O)cs2)cc1OC,93.0,93.0,91.0,92.0,94.0,94.0,-2.0,-9.0,0.0,-1.0,-2.0
COc1ccc(/C=C2\SC(=S)N(NC(=O)c3csc4c3CCCC4)C2=O)cc1,87.0,89.0,85.0,87.0,91.0,98.0,0.0,-1.0,1.0,-3.0,2.0
CC1=C(C#N)C(c2ccc3ncccc3c2)C(C#N)=C(C)N1,98.0,99.0,98.0,96.0,99.0,100.0,-7.0,-8.0,0.0,-8.0,1.0
NC(=O)Nc1ccc(C(=O)OCC(=O)N(Cc2ccccc2)C2CCS(=O)(=O)C2)cc1 (stereo not given),95.0,93.0,95.0,95.0,93.0,96.0,0.0,-6.0,-5.0,-6.0,-4.0
CCCCN(CCCC)CCNC(=O)CNC(=O)c1cccs1,97.0,98.0,98.0,97.0,97.0,95.0,-2.0,1.0,2.0,-3.0,-2.0
COc1cc(C2C3CN(C)CC=C3C(C#N)=C(N)C2(C#N)C#N)ccc1OC(C)C (stereo not given),99.0,95.0,105.0,95.0,101.0,105.0,0.0,-1.0,0.0,-1.0,-2.0
COc1ccc(C)cc1NC(=O)NCCC1=CCCCC1,101.0,102.0,102.0,99.0,103.0,102.0,-1.0,-4.0,-2.0,0.0,-3.0
C/C(=N/N1CCN(c2ccccc2)CC1)c1cccc([N+](=O)[O-])c1,96.0,98.0,95.0,94.0,95.0,98.0,-5.0,-5.0,0.0,-5.0,0.0
COC(=O)c1ccccc1C(=O)N1CCOCCOCCOCC1,106.0,109.0,102.0,104.0,106.0,102.0,-2.0,-5.0,-3.0,-4.0,-3.0
CC(=O)c1cccc(NC(=O)N2C3CCC2CC(NC(=O)C2CC2)C3)c1 (stereo not given),96.0,101.0,93.0,96.0,99.0,101.0,-1.0,-6.0,12.0,-2.0,2.0
CCOC(=O)CCCNC(=O)CN1C(=O)NC2(CCCCCC2)C1=O,93.0,95.0,95.0,96.0,96.0,94.0,-7.0,-11.0,0.0,-5.0,6.0
O=C(NCc1ccccn1)C1CCCN(S(=O)(=O)c2ccccc2)C1 (stereo not given),98.0,97.0,98.0,98.0,98.0,96.0,-1.0,-1.0,-2.0,-1.0,-2.0

# Structures above that have a furan ring, fused or not (2):
SMILES,Rab2 wt GTP,Rac1 wt modul,Cdc42 wt GTP,Rac1 mut GTP,HRas wt GTP bind,Rab7 wt GTP bind,Bcl-2 Bim block,Bfl-1 Bim block,Bim-Bcl-W,Bcl-B Bim block,Bcl-XL Bim block
CC(C)C1Oc2ccccc2N(CC(=O)N(Cc2ccncc2)Cc2ccco2)C1=O (stereo not given),99.0,102.0,100.0,97.0,101.0,98.0,-7.0,1.0,0.0,0.0,1.0
CCOc1nc(C)ccc1-c1noc(-c2ccco2)n1,94.0,96.0,96.0,95.0,96.0,96.0,-9.0,-14.0,-1.0,-9.0,-6.0

# Bioassay records as filed in PubChem.
